# Source: PubChem (several laboratories)
# T cell modulator: T cell immune modulators affecting CD8 T cell-vesicle binding; 2C CD8+ T cell-vesicle binding, flow cytometry; stronger effect = lower value; actives 0.068% (n = 330,000); calls only at 7 µM;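 active means response, share of CD8 T cells binding vesicles, and their 90th percentile fluorescence all below set limits, cut at about 80% in these data, passing the limit was not always enough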
#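 Test system: purified 2C TCR transgenic mouse naive CD8+ T cells. Probe or stimulus: QL9-peptide-loaded Drosophila micro-vesicles bearing Ld, ICAM-1 and B7-1. Incubation: binding step 1.5 h, 37 °C, antibody labelling 20 min, ice. Measured by: flow cytometry of vesicle-bound cells.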
# Salmonella PhoP GFP: inhibitors of PhoP regulon expression, primary screen, Salmonella Typhimurium, GFP reporter (AID 1863). S. Typhimurium PhoP-regulated promoter GFP reporter, 4 h; higher % means a stronger effect. inhibition, % at 50 µM; hits with a dose series show IC50 in µM. actives 0.16% (n = 300,000);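 active means inhibition over 29.93%, a cutoff 3 SD above the screen mean, later confirmed by dose response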;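 further: 0% = low Mg2+ inducing control and 100% = high Mg2+ repressing control; strong numbers were not always called active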
# T cell modulator vesicle-bound %: recorded beside T cell modulator, whose call it bears; double positive events, %; measured here: CD8+ vesicle-bound cell fraction;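 binding gate set so that unloaded-vesicle control wells show 10% double positive cells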
# An asterisk follows results filed as active; i = inactive; & = joins results of further samples. A portion of the library; count on the stated rates, not on these rows.
T cell modulator,T cell modulator vesicle-bound %,Salmonella PhoP GFP,molecule
i,29,0%,O=C(CSc1nc(=O)n(CCCN2CCOCC2)c2c1CCCC2)Nc1cccc(F)c1
i,16,4%,CC1CCCN(C2(O)C(=O)Nc3ccc([N+](=O)[O-])cc32)C1 (stereo not drawn)
i,55,8%,O=C(CCC(F)(F)F)N1CCCC(N2CCN(c3cccc(Cl)c3)CC2)C1 (stereo not drawn)
i,56,6%,Cc1cccc(OCCCCCN2CCOCC2)c1
i,14,-5%,CCCCn1c(N)c(N(CCOC)C(=O)c2cc3ccccc3cc2OC)c(=O)[nH]c1=O
i,41,-9%,Cc1ccc(CN2C(=O)[C@@H]3Cc4c([nH]c5ccccc45)C(C)(C)N3C2=O)cc1
i,42,6%,CC(CN(C)C)CN1c2ccccc2Sc2ccccc21 (stereo not drawn)
i,52,-7%,CCOc1ccc(C(=O)NNC(=O)c2cc(C)oc2C)cc1
i,7,-6%,C=CCn1c(SCC(=O)N(CCOC)c2c(N)n(CCCC)c(=O)[nH]c2=O)nnc1-c1ccc(Cl)cc1
i,12,-6%,COc1ccc(CCN(C)C(=O)c2oc3ccccc3c2C)cc1OC
i,33,-4%,O=C(CSc1nncs1)Nc1nccs1
i,52,-1%,Cc1cccn2c(=O)c(C(=O)NCCCN3CC(C)CC(C)C3)c(O)nc12 (stereo not drawn)
i,33,-10%,Cc1ccc(S(=O)(=O)N2[C@@H](c3ccc(Cl)cc3)C(C(=O)O)=CC[C@H]2c2ccc(Cl)c(Cl)c2)cc1
i,15,11%,O=C(Cc1csc(NC(=O)Nc2ccc(Cl)cc2)n1)NC1CCCC1
i,45,-3%,O=C(NNC(=O)c1ccc([N+](=O)[O-])cc1C(=O)O)c1ccncc1
i,36,9%,COc1ccc(S(=O)(=O)NCc2ccncc2)cc1NC(=O)c1ccc(Cl)cc1
i,31,7%,COc1ccc(C(=O)COC(=O)Cn2c(C)csc2=O)c(OC)c1
i,47,0%,COc1cc(F)c(S(=O)(=O)N2CCOc3ccccc32)cc1OC
i,52,-9%,O=C(CCC1CCCC1)NNC(=O)c1ccccc1O
i,26,0%,CCOc1ccccc1N(C)C(=O)c1cn(C)c(=O)c2ccccc12
i,59,-1%,CCCCn1c(N)c(N(CCOC)C(=O)COC(=O)COc2c(C)cccc2C)c(=O)[nH]c1=O
i,12,-2%,Cc1ccc(S(=O)(=O)N2CCN(C(=O)c3ccc4nc[nH]c4c3)CC2)cc1
i,46,-4%,COc1cccc(CNC(=O)COc2cccc(-n3cnnn3)c2)c1
i,53,3%,CS(=O)(=O)c1ccc(-c2nnc(NC(=O)C3=COCCO3)o2)cc1
i,18,-3%,Cc1ccc(N2C(=O)N(CC(=O)Nc3ccc(C)cc3[N+](=O)[O-])C(=O)C2C)cc1 (stereo not drawn)
i,49,-1%,N#Cc1ccsc1NC(=O)C1CCCN1S(=O)(=O)c1cccs1 (stereo not drawn)
i,30,-1%,CC1CCCN(S(=O)(=O)c2ccc(NC(=O)Cc3ccc(S(=O)(=O)N4CCOCC4)s3)cc2)C1 (stereo not drawn)
i,57,-2%,COc1ccc(NC(=O)CSc2nnc(Cc3ccccc3)c(=O)n2N)c(OC)c1
i,33,-1%,O=C(COc1cccc2c1CCNC2=O)Nc1cccc(F)c1
i,43,0%,Cc1ccc(C2Nc3ccccc3NC3=C2C(=O)CC(C)(C)C3)c(O)c1 (stereo not drawn)
i,18,-3%,CC1Cc2ccccc2N1C(=O)COC(=O)c1cc(Br)ccc1O (stereo not drawn)
i,32,5%,CCOc1ccc(NC(=O)CN(C)C(=O)CCCc2nc3ccccc3c(=O)[nH]2)cc1OCC
i,30,-4%,NS(=O)(=O)c1ccc(NC(=O)CCCCC(=O)Nc2ccc(S(N)(=O)=O)cc2)cc1
i,40,-4%,CCOC(=O)C1=C(COC(=O)c2ccc(Cl)cc2[N+](=O)[O-])NC(=O)NC1C (stereo not drawn)
i,49,-3%,COc1ccc(CN2CCN(C(=O)c3cccc4ccccc34)CC2)c(OC)c1OC
i,29&31,-4%&2%,CNC(=O)Oc1ccc2c(c1)[C@]1(C)CCN(C)C1N2C (stereo partly drawn)
i,20,-5%,C[N+](C)(CCCCCC[N+](C)(C)CCCN1C(=O)c2cccc3cccc(c23)C1=O)CCCN1C(=O)c2cccc3cccc(c23)C1=O
i,48,6%,CCOc1c2ccccc2nn1CCOC
i,28,25%,CCN1/C(=C/c2ccc3ccccc3[n+]2CCCS(=O)(=O)[O-])C=Cc2cc(C)ccc21
i,58,-1%,Nc1ccccc1SC/C=C/CSc1ccccc1N
i,44,-17%,O=C(c1ccc(S(=O)(=O)Nc2ccccc2Cl)cc1)N1CCOCC1
i,33,0%,COc1cc2c(cc1OC)C(c1ccc(Br)cc1)NC(=O)C2 (stereo not drawn)
i,22,-3%,Cc1noc(C)c1CSCC(=O)Nc1cc(Cl)ccc1N1CCCCC1
i,30,-7%,O=C(CCCC(=O)c1ccc(O)cc1)c1ccc(O)cc1
i,46,11%,COc1ccc(CCN(C)C(=O)CN2C(=O)NC3(CCCc4ccccc43)C2=O)cc1OC (stereo not drawn)
i,33,-6%,O=C(Nc1ccc(S(=O)(=O)NC2=NCCCCC2)cc1)c1ccc(Cl)cc1Cl
i,50,6%,COc1ccc(S(=O)(=O)NC2CC(=O)N(c3ccc4c(c3)OCCO4)C2)cc1 (stereo not drawn)
i,42,-7%,NC(=O)c1cc([N+](=O)[O-])ccc1Nc1ccccc1
i,56,3%,O=C(NCCC(=O)N1CCN(S(=O)(=O)c2ccccc2)CC1)c1ccc(Br)cc1
i,57,-4%,COc1cccc(-c2nn(-c3ccc(C)cc3)cc2C(=O)NCC(c2cccs2)N2CCOCC2)c1 (stereo not drawn)
i,52,-1%,C/C(=C/c1ccccc1)C(=O)N1CCN(c2ccccc2F)CC1
i,32,4%,COCCN1C(=O)N[C@@H](c2cccc(C(F)(F)F)c2)[C@H](C(C)=O)[C@H]1C
i,52,-6%,COC(=O)[C@]1(Cc2ccccc2)N[C@H](c2ccc(-c3ccc(F)cc3)cc2)[C@@H]2C(=O)N(C)C(=O)[C@@H]21
i,24,-6%,CCCCn1c(N)c(N(CC(C)C)C(=O)Cc2ccc3c(c2)OCCO3)c(=O)[nH]c1=O
i,37,3%,CN(CC(=O)NNC(=O)CCNS(=O)(=O)c1ccccc1)S(=O)(=O)c1ccc(Cl)cc1
i,32,-7%,O=S(=O)(c1cccc(Br)c1)N1CCN(C(=S)NCC2CCCO2)CC1 (stereo not drawn)

# Other entries.
T cell modulator,T cell modulator vesicle-bound %,Salmonella PhoP GFP,molecule
i,17,6%,COc1cccc(NC(=O)CN(C)C(=O)c2ccc(-c3cccc(C(F)(F)F)c3)o2)c1
i,22,3%,O=C(O)c1ccccn1
i,35,-5%,CCCCOc1ccccc1C1NC(=O)CCC1[N+](=O)[O-] (stereo not drawn)
i,19,-4%,COc1ccc(C2=CSC3=NCCN23)cc1[N+](=O)[O-]
i,52,-6%,C=CC1CN(C(=O)OCC(Cl)(Cl)Cl)C2CC3c4ccc(OC)cc4NC3C3CC1C2CO3 (stereo not drawn)
i,28,1%,CCn1c(Cc2ccccc2)nnc1SC(C)C(=O)NC1CC1 (stereo not drawn)
i,13,0%,CCOC(=O)c1ccc(NS(=O)(=O)c2ccc3c(c2)n(C)c(=O)n3C)cc1
i,57,4%,O=C(c1ccncc1)N1CCN(S(=O)(=O)c2cc(C(F)(F)F)cc(C(F)(F)F)c2)CC1
i,61,-7%,Cc1ccc(C(=O)NCC(=O)NCCSc2ccc(Br)cc2)cc1
i,23,3%,CCOc1ccc(N(CC(=O)N/N=C(\C)c2cccc(NC(C)=O)c2)S(=O)(=O)c2ccccc2)cc1
i,30,-10%,COc1ccc(CCNC(=O)c2ccc(Br)cc2)cc1
i,6,1%,COc1ccc(S(=O)(=O)N2CCC(C(=O)Oc3ccc(C)cc3)CC2)cc1OC
i,43,0%,Oc1ccc(C[C@@H]2CNCCN2CCc2cccc3ccccc23)cc1
i,56,14%,CC1CCCCC1NC(=O)Cc1ccc(S(=O)(=O)N2CCOCC2)s1 (stereo not drawn)
i,24,8%,CCOC(=O)c1cn(CC)c2cc3c(cc2c1=O)OCO3
i,49,1%,CCOC(=O)c1c(C)[nH]c(C(=O)OCC(=O)NCCc2ccc(OCC)c(OCC)c2)c1C
i,27,5%,C[C@H]1CN(Cc2ccccc2)C(=O)[C@@H]1CC(=O)NCc1ccccc1
i,45,-7%,CC(=O)c1cc(CN2CCC(n3nccc3NC(=O)c3ccccc3C)CC2)cs1
i,39,-7%,CCOc1ccc(CCNC(=O)COC(=O)C2CCN(c3ccc(C(F)(F)F)cn3)CC2)cc1OCC
i,15,10%,Cc1ccc(NC(=O)CNC(=O)c2cccs2)nc1
i,18,-7%,C=CCN1C(=O)c2ccc(C(=O)N(CCC)CC(=O)Nc3ccccc3C)cc2C1=O
i,40,-8%,CCN(CC(=O)Nc1ccccc1C(F)(F)F)C(=O)CCOc1ccc(C)cc1
i,51,3%,O=C(Nc1ccncc1)c1ccc(Cl)c(S(=O)(=O)N2CCCCC2)c1
i,21,-2%,COc1ccc([C@H]2/C=C\CN(Cc3ccc(N(C)C)cc3)[C@@H](C)C(=O)N2Cc2ccc(F)cc2)cc1
i,59,1%,CC(=O)Nc1ccc(S(=O)(=O)NCCC(=O)OCc2nc(N)nc(Nc3ccccc3C)n2)cc1
i,51,-5%,C/C=C/c1ccc(OCC(=O)OCC(=O)Nc2c(C)nn(-c3ccccc3)c2C)c(OC)c1
i,47,-5%,COC(CNC(=O)C(=O)Nc1ccc2c(c1)N(S(=O)(=O)c1cccs1)CCC2)OC
i,49,-3%,CNc1cc(NS(=O)(=O)c2ccc(N)cc2)nc(NC)n1
i,30,3%,COC(=O)c1ccc(COC(=O)C2CCN(S(=O)(=O)c3ccc(C)c(C)c3)CC2)o1
i,40,-2%,O=[N+]([O-])c1cc([N+](=O)[O-])c(Oc2ccc(Br)cc2Br)cc1NN1CCCCC1
i,46,-6%,COc1ccc(NC(=O)COC(=O)C2CCN(S(=O)(=O)c3ccccc3)CC2)cc1Cl
i,26,13%,COc1ccccc1NC(=O)Cn1ccn(-c2cccc3ccccc23)c(=O)c1=O

# Structures from the list above containing a furan ring, fused or not, in the order listed:
T cell modulator,T cell modulator vesicle-bound %,Salmonella PhoP GFP,molecule
i,52,-7%,CCOc1ccc(C(=O)NNC(=O)c2cc(C)oc2C)cc1
i,12,-6%,COc1ccc(CCN(C)C(=O)c2oc3ccccc3c2C)cc1OC
i,17,6%,COc1cccc(NC(=O)CN(C)C(=O)c2ccc(-c3cccc(C(F)(F)F)c3)o2)c1
i,30,3%,COC(=O)c1ccc(COC(=O)C2CCN(S(=O)(=O)c3ccc(C)c(C)c3)CC2)o1

# Remaining list, next part
T cell modulator,T cell modulator vesicle-bound %,Salmonella PhoP GFP,molecule
i,22,-6%,CC1=C(CC(=O)O)c2cc(F)ccc2C1=Cc1ccc(S(C)(=O)=O)cc1
i,57,-3%,CCCCn1c(N)c(N(Cc2ccccc2OC)C(=O)C2=COCCO2)c(=O)[nH]c1=O
i,52,-6%,CC(=O)N1CCc2c(sc(NC(=O)CS(=O)(=O)c3ccc(F)cc3)c2C#N)C1
i,21,4%,COCCn1c(C)cc(/C=C(\C#N)C(=O)OCC(=O)N(C)c2c(N)n(Cc3ccccc3)c(=O)[nH]c2=O)c1C
i,15,7%,COc1ccc(NC(=O)C2CC2)cc1OC1CCCC1
i,46,7%,CN(Cc1ccccc1)C(=O)COC(=O)CNS(=O)(=O)c1ccc2ccccc2c1
i,41,-5%,N/C(=N\OC(=O)c1ccccc1Br)c1cccc([N+](=O)[O-])c1
i,33,-4%,CCOC(=O)C1CCN(C(=O)COC(=O)c2oc3ccccc3c2C)CC1
i,16,2%,CN1CCN(c2ccc(Cl)cc2NC(=O)CN2C(=O)NC(C)(c3ccccc3)C2=O)CC1 (stereo not drawn)
i,18,-3%,O=C(COC(=O)c1nc(Cl)ccc1Cl)NCc1cccs1
i,16,5%,O=C(CCNC(=O)c1ccco1)Nc1ccccc1
i,42,-5%,Cc1ccc(CN2CC(C(=O)N3CCN(c4ccccc4O)CC3)CC2=O)cc1 (stereo not drawn)
i,24,-4%,CCCC/C=C/C(NC(=O)c1ccc(-c2ccccc2)cc1)c1ccccc1 (stereo not drawn)
i,54,-9%,O=C(NCCS(=O)(=O)N1CCN(c2cccc(Cl)c2)CC1)C1CCCC1
i,41,-1%,Cc1cc([N+](=O)[O-])cc2c1NC(=O)C2(O)N1CCCC(C)C1 (stereo not drawn)
i,62,0%,CCCc1cc(=O)[nH]c2nnc(SCC(=O)NCc3ccc4c(c3)OCO4)n12
i,25,-2%,Cc1ccc(C(=O)OCC(=O)NN2C(=O)NC3(CCC(C)CC3)C2=O)cc1 (stereo not drawn)

# One compound at a time (already shown):
# `CCCC/C=C/C(NC(=O)c1ccc(-c2ccccc2)cc1)c1ccccc1` (stereo not drawn) in the list: T cell modulator: i; T cell modulator vesicle-bound %: 24; Salmonella PhoP GFP: -4%
# `N/C(=N\OC(=O)c1ccccc1Br)c1cccc([N+](=O)[O-])c1` in the list: T cell modulator: i; T cell modulator vesicle-bound %: 41; Salmonella PhoP GFP: -5%
# `CCOC(=O)c1cn(CC)c2cc3c(cc2c1=O)OCO3` in the list: T cell modulator: i; T cell modulator vesicle-bound %: 24; Salmonella PhoP GFP: 8%
